AddAB inh: less growth of phage-infected E. coli with AddAB. 330,000 compounds, 0.29% hits. E. coli expressing H. pylori AddAB, absorbance growth. inhibition, % at 11.9 µM; in the data active = inhibition above about 12%;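 also: 0% = vehicle wells of infected cells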
Rtt109 HAT inh: C. albicans Rtt109 histone acetyltransferase inhibition; Q5AAJ8; purified Rtt109/Vps75, ThioGlo CoA-SH fluorescence, 4 h; inhibition, % at 34.9 µM; 330,000 compounds, 0.16% hits; AID 540336;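 active = inhibition of at least 50% in every replicate; inconclusive = best replicate reaches 50% inhibition but some replicates fall short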
Target sequence (Q5AAJ8 whole entry, looked up): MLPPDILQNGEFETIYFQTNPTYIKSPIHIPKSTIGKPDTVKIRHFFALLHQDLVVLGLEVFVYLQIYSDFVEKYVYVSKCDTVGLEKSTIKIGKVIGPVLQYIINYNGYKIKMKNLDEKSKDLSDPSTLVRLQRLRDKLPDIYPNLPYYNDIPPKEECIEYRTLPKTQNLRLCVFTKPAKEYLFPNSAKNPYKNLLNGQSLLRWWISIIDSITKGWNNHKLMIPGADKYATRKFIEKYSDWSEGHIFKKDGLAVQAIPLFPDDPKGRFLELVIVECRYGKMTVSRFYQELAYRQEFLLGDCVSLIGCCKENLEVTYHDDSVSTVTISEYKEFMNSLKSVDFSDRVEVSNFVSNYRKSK
DAGLB inh: blocks human DAGLB lipase activity; Q8NCG7; HEK293T DAGLB membrane lysate, EnzChek fluorogenic substrate; inhibition, % at 5.17 µM; 340,000 compounds, 0.059% hits; in the data active = inhibition above about 34%;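 also: 0% = enzyme with vehicle and 100% = wells lacking enzyme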
Target sequence (Q8NCG7 whole entry, looked up): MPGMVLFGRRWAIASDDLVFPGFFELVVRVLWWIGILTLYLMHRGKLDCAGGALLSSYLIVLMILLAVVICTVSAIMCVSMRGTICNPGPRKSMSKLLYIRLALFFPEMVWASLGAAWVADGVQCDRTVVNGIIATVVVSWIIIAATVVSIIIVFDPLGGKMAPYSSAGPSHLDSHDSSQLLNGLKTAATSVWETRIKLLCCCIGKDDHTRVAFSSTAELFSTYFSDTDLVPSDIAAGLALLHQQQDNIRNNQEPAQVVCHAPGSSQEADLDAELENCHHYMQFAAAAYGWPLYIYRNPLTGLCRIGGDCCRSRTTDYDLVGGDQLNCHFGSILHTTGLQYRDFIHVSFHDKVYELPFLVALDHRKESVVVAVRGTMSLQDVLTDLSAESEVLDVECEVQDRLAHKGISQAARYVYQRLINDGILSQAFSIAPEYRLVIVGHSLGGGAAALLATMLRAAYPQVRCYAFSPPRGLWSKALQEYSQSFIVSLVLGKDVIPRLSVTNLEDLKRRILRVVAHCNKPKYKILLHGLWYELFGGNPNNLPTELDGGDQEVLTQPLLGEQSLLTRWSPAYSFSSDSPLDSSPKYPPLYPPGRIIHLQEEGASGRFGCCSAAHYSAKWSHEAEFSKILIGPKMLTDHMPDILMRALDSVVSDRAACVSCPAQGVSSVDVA
PvdQ inh: blocks Pseudomonas aeruginosa PvdQ acylase activity; purified PvdQ acylase, fluorescence plate reader; inhibition, % at 10 µM; 340,000 compounds, 0.063% hits; AID 488965; in the data active = inhibition above about 30%, passing the limit was not always enough; inconclusive = no clear call, values can overlap the other calls;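 also: 0% = vehicle neutral wells and 100% = reference inhibitor wells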
CAL PDZ FP: human CAL PDZ-peptide interaction inhibition | 330,000 compounds, 0.02% hits | AID 504414 | purified CAL PDZ, TMR-peptide fluorescence polarization, 1 h | Q9HD26 | inhibition, % at 20 µM;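 active = highest replicate inhibition of at least 40%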;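 also: plate controls were DMSO neutral control wells for no effect and unlabeled competitor peptide control wells for full effect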
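Control set: unlabelled peptide and DMSO controls / Material: purified CerCALP PDZ construct / Timing: 1 h incubation at room temperature before polarization reading / Doses: 20 µM, one dose / Detection: fluorescence polarization (mP)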
phage Ecoli inh: E. coli growth loss with phage present; growth absorbance; inhibition, % at 11.9 µM; AID 651602; 360,000 compounds, 0.26% hits; in the data active = inhibition above about 11%
PfHsp90 set2: reduces growth (ATP signal) of yeast expressing P. falciparum Hsp90; inhibition, % at 9.4 µM; S. cerevisiae expressing PfHsp90, BacTiter-Glo ATP, 48 h; yeast lacking PDR1 and PDR3 efflux regulators; 310,000 compounds, 0.32% hits; AID 504621;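 active = every replicate shows inhibition above about 80%, whatever the replicate mean, limit read from the data; inconclusive = mean inhibition reaches the set limit but some replicate falls short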;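 also: 0% = DMSO neutral controls and 100% = 20 µM radicicol positive controls; yeast relying on Plasmodium falciparum Hsp90 in place of its own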
Tat export inh: E. coli Tat transport inhibition; 340,000 compounds, 0.036% hits; E. coli MC4100 TorA-mCherry Tat export, fluorescence; inhibition, % at 10 µM; AID 488895;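 active = mean replicate inhibition at least 50% and at least half of replicates individually reaching 50%; inconclusive = only one of the two criteria met; inactive = neither criterion met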;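 also: exported cargo escapes ClpAP degradation while cytoplasmic cargo is degraded and loses fluorescence; 0% = median of neutral control wells and 100% = median of NaSCN control wells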
E coli growth: counter-screen for AddAB inhibitors: E. coli growth inhibition. E. coli V3065 growth, OD600 absorbance, 18 h. inhibition, % at 11.9 µM. 330,000 compounds, 0.27% hits;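 active = inhibition above the campaign's mean inhibition across all tested compounds plus 3 SD, cut at about 9.9% in these data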;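 also: uninfected addAB+ strain grown without phage in ampicillin broth; 0% = DMSO wells and 100% = ciprofloxacin 0.95 µg/ml wells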
Wnt act: activators of Wnt/beta-catenin signaling. activation, % at 9.35 µM. Wnt/beta-catenin reporter cell assay, activator, plate reader. 300,000 compounds, 1.2% hits; in the data active = activation above about 30%, passing the limit was not always enough; inconclusive = no clear call, values can overlap the other calls;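 also: 0% = neutral control wells and 100% = positive control wells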
Active calls of the source: *.

For CCN(CC(=O)Nc1c(F)cccc1F)C(=O)CCCOc1ccc(OC)cc1 the results were AddAB inh -0.8, Rtt109 HAT inh -6.7, DAGLB inh -3.0, PvdQ inh -10.7, CAL PDZ FP 0.7, phage Ecoli inh 3.0, PfHsp90 set2 9.2, Tat export inh 2.0, E coli growth 1.3 and Wnt act 0.6.
For CN(Cc1ccccc1)C(=O)CCS(=O)(=O)c1ccc2c(c1)NC(=O)CS2 the results were AddAB inh 1.0, Rtt109 HAT inh -5.4, DAGLB inh 4.5, PvdQ inh -0.3, CAL PDZ FP -1.6, PfHsp90 set2 16.2, Tat export inh -2.6 and E coli growth 0.4.
`COc1cc2c(cc1OC)C(C(=O)Nc1ccc(F)c(Cl)c1)CC(=O)N2` (stereo not drawn) gave AddAB inh -0.7, Rtt109 HAT inh 6.3, DAGLB inh -2.1, PvdQ inh 0.0, CAL PDZ FP -0.6, phage Ecoli inh 0.2, PfHsp90 set2 -3.5, Tat export inh 5.9, E coli growth 2.4 and Wnt act -3.0.
Screening CC(C)c1ccc(/C=N/NC(=O)c2cccc(Cl)c2)cc1 returned AddAB inh -1.3, Rtt109 HAT inh 2.5, DAGLB inh -9.2, PvdQ inh 3.4, CAL PDZ FP -3.7, phage Ecoli inh 0.7, PfHsp90 set2 11.8, Tat export inh 3.7, E coli growth 0.3 and Wnt act 28.0.
Cn1c(N)c(C(=O)CSc2nn(-c3ccccc3)c(=S)s2)c(=O)n(C)c1=O was read as Rtt109 HAT inh 8.2, DAGLB inh 2.7, PvdQ inh -10.0, CAL PDZ FP -2.8, phage Ecoli inh 0.7, PfHsp90 set2 46.6, Tat export inh -0.4 and Wnt act -9.8.
COc1ccc(NS(=O)(=O)c2cccc(-c3nnc(-c4ccccc4)o3)c2)cc1 was read as AddAB inh 0.4, Rtt109 HAT inh 0.1, DAGLB inh -0.4, PvdQ inh -16.7, CAL PDZ FP -1.9, phage Ecoli inh 1.7, PfHsp90 set2 13.3, Tat export inh -7.1 and E coli growth -1.3.
`O=C(Nn1c(C2CC2)nc2ccccc2c1=O)c1ccco1` gave AddAB inh -0.9, Rtt109 HAT inh 5.4, DAGLB inh 0.4, PvdQ inh -12.7, CAL PDZ FP -0.5, phage Ecoli inh 2.5, PfHsp90 set2 7.5, Tat export inh -3.4, E coli growth -0.6 and Wnt act 0.5.
For O=C(NCc1cccnc1)C1CCCN(S(=O)(=O)c2ccccc2)C1 (stereo not drawn) the results were AddAB inh -1.7, Rtt109 HAT inh 12.2, DAGLB inh -3.3, PvdQ inh 3.6, CAL PDZ FP 0.0, phage Ecoli inh 2.3, PfHsp90 set2 5.2, Tat export inh 0.9, E coli growth -2.4 and Wnt act -3.3.
Screening N#CC1=C(N)C(C#N)(C#N)[C@H](c2ccoc2)[C@H]2CN(Cc3ccccc3)CC=C12 returned AddAB inh 1.7, Rtt109 HAT inh -1.0, DAGLB inh -0.9, PvdQ inh -10.8, CAL PDZ FP 0.3, phage Ecoli inh 1.3, PfHsp90 set2 -18.1, Tat export inh 13.2 and E coli growth -2.9.
Screening O=C(NCc1ccc(F)cc1)c1ccncc1 returned AddAB inh 7.3, Rtt109 HAT inh -0.8, DAGLB inh 2.6, PvdQ inh -9.6, CAL PDZ FP -0.1, phage Ecoli inh -0.4, PfHsp90 set2 -4.5, Tat export inh 2.6, E coli growth 0.2 and Wnt act -0.7.
For O=C(Nc1ccc(-c2ccccc2)cc1)c1ccccc1 the results were AddAB inh 0.8, Rtt109 HAT inh 2.8, DAGLB inh -5.6, PvdQ inh -11.5, CAL PDZ FP 0.3, phage Ecoli inh 3.5, PfHsp90 set2 16.4, Tat export inh 3.1, E coli growth -1.0 and Wnt act -0.7.
For COc1cc(C(=O)NC(=S)Nc2ccc(Cc3ccncc3)cc2)cc(OC)c1OC the results were AddAB inh -1.6, Rtt109 HAT inh 7.2, DAGLB inh 3.1, PvdQ inh -20.0, CAL PDZ FP -3.4, phage Ecoli inh 0.1, PfHsp90 set2 -5.0, Tat export inh 17.2, E coli growth -0.2 and Wnt act -0.8.
Screening O=C(COC(=O)CCC(=O)c1ccc(F)cc1)Nc1ccccc1 returned AddAB inh 2.7, Rtt109 HAT inh 7.0, DAGLB inh 2.2, PvdQ inh -8.2, CAL PDZ FP -1.2, phage Ecoli inh 3.0, PfHsp90 set2 -11.6, Tat export inh 15.7, E coli growth 1.4 and Wnt act -1.7.
Screening Cc1c(C)c2ccc(OCC(=O)Nc3ccc(CN4CCOCC4)cc3)cc2oc1=O returned AddAB inh 5.2, Rtt109 HAT inh -2.9, DAGLB inh 0.0, PvdQ inh -10.2, CAL PDZ FP -3.8, phage Ecoli inh -2.4, PfHsp90 set2 7.8, Tat export inh 3.8, E coli growth 2.5 and Wnt act -0.8.
CC(C)Oc1ccc(Cc2n[nH]c(=S)n2Cc2ccccc2)cc1Cl was read as AddAB inh 0.2, Rtt109 HAT inh 3.1, DAGLB inh -0.1, PvdQ inh -7.6, CAL PDZ FP 0.1, phage Ecoli inh 0.9, PfHsp90 set2 -56.8, Tat export inh 7.1, E coli growth -0.1 and Wnt act 1.6.
For C=CCc1cc(/C=C2/NC(=O)N(CC(=O)OC)C2=O)cc(OC)c1O the results were AddAB inh 5.4, Rtt109 HAT inh -20.6, DAGLB inh 0.6, PvdQ inh 1.1, CAL PDZ FP 0.2, phage Ecoli inh 3.0, PfHsp90 set2 -33.9, Tat export inh -5.7, E coli growth 0.3 and Wnt act -0.1.
CCOc1ccc(N(CC(=O)Nc2ccccc2)S(C)(=O)=O)cc1 was read as AddAB inh 0.2, Rtt109 HAT inh 1.0, DAGLB inh -5.9, PvdQ inh 6.1, CAL PDZ FP -0.3, phage Ecoli inh 3.3, PfHsp90 set2 -12.1, Tat export inh -2.5 and E coli growth -0.5.
`Clc1nc2ccccc2nc1-c1ccccc1` gave AddAB inh 1.5, Rtt109 HAT inh 30.7, DAGLB inh -7.5, PvdQ inh 7.9, CAL PDZ FP -3.4, phage Ecoli inh 1.8, PfHsp90 set2 -21.2, Tat export inh -3.5, E coli growth 0.8 and Wnt act -1.1.
`CC(C)CN(CCCNC(=O)CN1C(=O)COc2ccc(S(=O)(=O)N3CCCCCC3)cc21)CC(C)C` gave AddAB inh 0.7, Rtt109 HAT inh 3.2, DAGLB inh -0.2, PvdQ inh -15.1, CAL PDZ FP -1.5, phage Ecoli inh 2.9, PfHsp90 set2 -1.6, Tat export inh -3.4, E coli growth -0.6 and Wnt act -1.2.
CSC1=NCCN1C(=O)C12CC3CC(CC(C3)C1)C2 was read as AddAB inh -0.1, Rtt109 HAT inh 0.1, DAGLB inh -1.0, PvdQ inh -13.5, CAL PDZ FP -2.7, phage Ecoli inh -2.0, PfHsp90 set2 -11.8, Tat export inh 0.0, E coli growth 1.5 and Wnt act 0.1.
`CC1CCN(S(=O)(=O)c2ccc(NC(=O)C3CSC4(C)CCC(=O)N34)cc2)CC1` (stereo not drawn) gave AddAB inh 2.7, Rtt109 HAT inh 1.6, DAGLB inh 0.6, PvdQ inh -20.7, CAL PDZ FP -2.0, phage Ecoli inh 4.4, PfHsp90 set2 -16.0, Tat export inh 4.4, E coli growth -0.4 and Wnt act -1.9.
For Cn1c(SCC(=O)Nc2ccc(Br)cn2)nnc1C1CC1 the results were AddAB inh -1.6, Rtt109 HAT inh -8.5, DAGLB inh -2.2, PvdQ inh -12.1, CAL PDZ FP -0.8, phage Ecoli inh -2.0, PfHsp90 set2 -30.7, Tat export inh 3.4, E coli growth 0.8 and Wnt act -0.8.
Screening Cc1ccc(NC(=O)CCNS(=O)(=O)c2ccccc2F)cc1S(=O)(=O)N1CCOCC1 returned AddAB inh 1.5, Rtt109 HAT inh 6.0, DAGLB inh 3.0, PvdQ inh -4.7, CAL PDZ FP -1.1, phage Ecoli inh 1.5, PfHsp90 set2 0.0, Tat export inh 0.5, E coli growth 0.0 and Wnt act -2.3.
`CC(C)Oc1ccc(S(=O)(=O)N2CCOCC2)cc1NC(=O)Cc1c(F)cccc1Cl` gave AddAB inh -0.5, Rtt109 HAT inh -1.5, DAGLB inh -0.5, PvdQ inh -6.0, CAL PDZ FP -3.2, phage Ecoli inh 3.0, PfHsp90 set2 7.0, Tat export inh 12.1, E coli growth 1.7 and Wnt act -2.6.
`O=C(CSc1n[nH]c(-c2ccccn2)n1)Nc1ccc(F)cc1` gave AddAB inh -1.8, Rtt109 HAT inh -1.1, DAGLB inh -1.3, PvdQ inh -2.7, CAL PDZ FP -0.3, phage Ecoli inh -7.9, PfHsp90 set2 11.2, Tat export inh -3.2, E coli growth -4.8 and Wnt act -0.1.
COCCCn1c(=NC(=O)c2ccncc2)c(C#N)cc2c(=O)n3cccc(C)c3nc21 was read as AddAB inh 2.6, Rtt109 HAT inh -5.3, DAGLB inh -0.8, PvdQ inh -16.4, CAL PDZ FP -1.3, phage Ecoli inh 2.3, PfHsp90 set2 -5.4, Tat export inh -7.8, E coli growth 0.5 and Wnt act -5.7.
Screening N#Cc1c(NC(=O)C2CC(Cl)=CCC2C(=O)O)sc2c1CCCCC2 (stereo not drawn) returned AddAB inh 3.9, Rtt109 HAT inh -0.6, DAGLB inh 17.8, PvdQ inh -27.8, phage Ecoli inh 3.7, PfHsp90 set2 -8.2, Tat export inh -0.5, E coli growth 1.3 and Wnt act -2.3.
For CCOc1ccc(S(=O)(=O)NCc2cccnc2)cc1C the results were AddAB inh 0.1, Rtt109 HAT inh 5.5, DAGLB inh 0.9, PvdQ inh -8.4, CAL PDZ FP -0.9, phage Ecoli inh 2.7, PfHsp90 set2 0.0, Tat export inh -14.3, E coli growth 0.2 and Wnt act -0.7.
Screening CC1CCCN(CCC(=O)Nc2ccccc2)C1 (stereo not drawn) returned AddAB inh 5.6, Rtt109 HAT inh -0.3, DAGLB inh 0.2, PvdQ inh -6.6, CAL PDZ FP -0.4, phage Ecoli inh 1.7, PfHsp90 set2 -9.4, Tat export inh -3.4, E coli growth 0.8 and Wnt act -1.6.
For COC(=O)C1=CN(C(C)C)C=C(C(=O)OC)C1c1cccc(OC)c1 the results were AddAB inh -1.8, Rtt109 HAT inh inactive, DAGLB inh -3.8, PvdQ inh -11.5, CAL PDZ FP 0.1, phage Ecoli inh 3.8, PfHsp90 set2 2.3, Tat export inh inconclusive and E coli growth 3.2.
Screening CCC1Sc2ccc(S(=O)(=O)CCC(=O)Nc3ccc(C(=O)OC)cc3)cc2NC1=O (stereo not drawn) returned AddAB inh 0.7, Rtt109 HAT inh 10.6, DAGLB inh -0.7, PvdQ inh -5.6, CAL PDZ FP -3.1, phage Ecoli inh 0.3, PfHsp90 set2 1.1, Tat export inh -3.8, E coli growth -1.7 and Wnt act 1.9.
COc1ccc(CN(C)C(=S)Nc2ccc(Cl)cc2)cc1 was read as AddAB inh 3.4, Rtt109 HAT inh -6.4, DAGLB inh 0.6, PvdQ inh 8.0, CAL PDZ FP -3.0, phage Ecoli inh 2.0, PfHsp90 set2 3.1, Tat export inh -2.5, E coli growth 0.4 and Wnt act -0.1.

High-throughput results (PubChem)
